Screening data from PubChem BioAssay.
MITF primary: inhibitors of human MITF; O75030; inhibition, % at 2.6 µM; AlphaScreen MITF homodimerization, bead proximity signal; 650,000 tested, 0.91% active; in the data active means inhibition above about 50%;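 further: 0% = vehicle wells with protein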
Target sequence (O75030 whole entry, looked up): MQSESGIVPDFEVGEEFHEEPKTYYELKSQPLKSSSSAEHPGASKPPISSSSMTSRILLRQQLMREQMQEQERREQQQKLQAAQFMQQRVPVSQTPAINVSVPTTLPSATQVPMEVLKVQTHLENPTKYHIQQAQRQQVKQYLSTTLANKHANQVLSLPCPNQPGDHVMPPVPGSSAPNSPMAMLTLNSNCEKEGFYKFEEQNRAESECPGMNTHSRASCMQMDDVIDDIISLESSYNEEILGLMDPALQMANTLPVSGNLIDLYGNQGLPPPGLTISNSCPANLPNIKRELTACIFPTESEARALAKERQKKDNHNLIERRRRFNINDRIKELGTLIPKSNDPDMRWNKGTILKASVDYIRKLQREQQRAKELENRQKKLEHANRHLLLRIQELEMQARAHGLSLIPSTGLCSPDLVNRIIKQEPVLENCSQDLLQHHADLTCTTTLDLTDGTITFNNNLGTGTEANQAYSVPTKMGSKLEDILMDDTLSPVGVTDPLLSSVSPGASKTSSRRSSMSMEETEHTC
GPR151 ag: activators of human GPR151; Q8TDV0; PathHunter beta-arrestin GPR151 cells, luminescence; activation, % at 11.2 µM; 650,000 tested, 1% active; AID 1508602; in the data active means activation above about 4.9%;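 further: 0% = median of compound wells and 100% = cells with positive control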
Target sequence (Q8TDV0 whole entry, looked up): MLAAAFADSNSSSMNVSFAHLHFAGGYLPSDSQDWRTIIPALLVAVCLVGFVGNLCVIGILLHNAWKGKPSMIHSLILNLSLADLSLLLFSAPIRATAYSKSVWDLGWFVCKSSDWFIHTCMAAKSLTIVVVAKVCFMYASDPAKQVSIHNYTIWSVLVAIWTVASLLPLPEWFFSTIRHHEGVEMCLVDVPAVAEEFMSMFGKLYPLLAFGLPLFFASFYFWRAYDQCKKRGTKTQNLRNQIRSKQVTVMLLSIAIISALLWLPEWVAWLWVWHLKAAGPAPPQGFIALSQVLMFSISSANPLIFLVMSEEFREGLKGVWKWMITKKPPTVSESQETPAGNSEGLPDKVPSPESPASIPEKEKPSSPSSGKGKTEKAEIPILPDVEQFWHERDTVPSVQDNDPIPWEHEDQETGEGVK
FBW7 activator: activators of human E3 ligase FBW7; AlphaScreen FBW7–phospho-cyclin E peptide binding, activator screen; Q969H0; 650,000 tested, 0.13% active; normalized activity (activation), % at 26.1 µM; in the data active means normalized activity above about 1.9%;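 further: purified mutant Fbw7 with reduced substrate affinity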
TEAD-YAP inh: TEAD-YAP interaction inhibition; HEK-TIYL cells, TEAD-Gal4/YAP UAS-luciferase luminescence; inhibition, % at 9.12 µM; 640,000 tested, 1.4% active; in the data active means inhibition above about 32%;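 further: 0% = median of test compound wells and 100% = reference inhibitor wells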
Numbers without * were called inactive.

SMILES | MITF primary | GPR151 ag | FBW7 activator | TEAD-YAP inh
Cc1ccc(C(=O)CC(NCCN2CCOCC2)C(=O)O)cc1 (stereo not given) | -1.3 | -1.1 | 0.0 | 6.1
CCOc1ccc2c(c1)C(=C1SC(C(=O)OC)=C(C(=O)OC)S1)C(=S)C(C)(C)N2C(=O)c1ccccc1Cl | -12.8 | -1.8 | 0.1 | -3.7
O=C(COc1ccccc1Cl)NNC(=O)c1ccc([N+](=O)[O-])cc1Cl | 4.5 | 1.4 | -0.1 | 9.3
O=C(c1ccc(Cl)cc1)N1CCN2C(=O)[C@@H]3C[C@@H](O)CN3C(=O)[C@H]2C1 | 8.2 | 1.6 | 0.1 | 0.0
CCOC(=O)C1=C(N)Oc2cc(C)n(CC)c(=O)c2C1c1cccc(OC)c1 (stereo not given) | 2.5 | 0.4 | -0.1 | 5.3
CCN(CC)S(=O)(=O)c1ccc(NS(=O)(=O)c2ccc(SC)cc2)cc1 | -14.7 | -0.8 | 0.1 | -1.6
Cc1cc2c(cc(C(=O)OC(C(=O)NCc3ccco3)C(C)C)n2C)o1 (stereo not given) | 1.4 | 0.4 | -0.3 | -11.7
Cc1ccc(C(=O)Nc2c3c(nn2-c2ccc(F)cc2)CS(=O)(=O)C3)cc1[N+](=O)[O-] | -1.6 | -2.3 | 0.0 | 0.4
COc1cc(OC)c(C2SCCN2S(=O)(=O)c2ccc(Br)cc2)cc1OC (stereo not given) | 6.9 | -0.4 | -0.1 | -9.0
O=C(CSc1ncnc2sc3c(c12)CCCC3)Nc1cccc(C(F)(F)F)c1 | 10.2 | -1.6 | 0.1 | -6.5
Cc1ccc(NC(=O)C(=O)NCC2CCCO2)cc1C (stereo not given) | 2.5 | -1.5 | 0.3 | -45.0
O=C(NCc1cn2cc(Cl)ccc2n1)c1cc(=O)c2ccccc2o1 | 11.1 | 0.0 | 0.1 | -1.0
Cc1nn2c(NCCCn3ccnc3)c3c(nc2c1-c1ccccc1)CCC3 | -5.3 | -0.4 | -0.3 | -1.4
CCOc1ccc(-n2c(CSc3ncccn3)nnc2SC(C)C(=O)OC)cc1 (stereo not given) | -0.4 | -4.3 | -0.1 | -0.1
O=C(NNc1cccc(C(F)(F)F)c1)C(F)(F)F | 7.8 | -1.0 | 0.0 | 6.5
CCOC(=O)c1sc(NC(=O)CSc2nnc(CNC(=O)c3ccccc3F)n2-c2cccc(Cl)c2)c(C(=O)OCC)c1C | -10.5 | -0.9 | 0.0 | -3.8
Cc1c(C(=O)N/N=C/c2ccc(F)cc2)nnn1-c1nonc1N | 6.8 | -0.2 | 0.2 | 1.9
Cn1cc(-c2cc(Nc3ccc(N4CCOCC4)cn3)ncc2Cl)cn1 | 15.5 | 1.3 | 0.1 | 38.9*
Cn1c(=O)c(C(=O)Nc2cnccn2)c(O)c2ccccc21 | 4.6 | -0.4 | 0.0 | -21.7
CC(=O)N1CCN(c2ccccc2NC(=O)COc2ccc(Cl)cc2Cl)CC1 | 3.1 | -1.6 | -0.1 | 0.9
O=C(N/N=C/c1cc(Cl)cc([N+](=O)[O-])c1O)NC12CC3CC(CC(C3)C1)C2 | 6.1 | -0.7 | -0.1 | -9.7
O=c1cc(CN2CCN(Cc3ccccc3)CC2)c2ccc(O)cc2o1 | 12.4 | 2.5 | 0.2 | 8.4
COC(=O)C12CC3CC(CC(NC(=O)CN4C(=O)CCC4=O)(C3)C1)C2 | 6.1 | 0.3 | -0.2 | 9.3
CCc1ccccc1NC(=O)C(F)(Cl)C(F)(F)F (stereo not given) | -0.4 | 1.2 | -0.1 | 6.0
Cc1cc(NC(=O)CSc2ncc(C)c(=O)[nH]2)no1 | 16.0 | -0.5 | 0.2 | 5.9
COc1ccc(-c2ccc(OCCNS(=O)(=O)c3ccc(F)cc3)nn2)cc1 | -3.7 | -0.2 | 0.1 | 13.9
c1coc(CNc2nc[n+]3c4c2ncn4CC3)c1 | 2.4 | 0.5 | 0.0 | 7.0
Cc1ccc(NC(=O)CC2Nc3cc(C)c(C)cc3NC2=O)c(Br)c1 (stereo not given) | 10.4 | 1.1 | 0.1 | -9.3
Cc1ccn2nc(C(=O)NCc3ccc4c(c3)OCO4)nc2n1 | -3.0 | -0.5 | -0.2 | 3.3
Cc1sc2ncnc(SCC(=O)Nc3ccc(Br)cc3)c2c1C | -10.5 | -0.3 | 0.1 | 3.3

Compounds listed so far with bromine:
SMILES | MITF primary | GPR151 ag | FBW7 activator | TEAD-YAP inh
COc1cc(OC)c(C2SCCN2S(=O)(=O)c2ccc(Br)cc2)cc1OC (stereo not given) | 6.9 | -0.4 | -0.1 | -9.0
Cc1ccc(NC(=O)CC2Nc3cc(C)c(C)cc3NC2=O)c(Br)c1 (stereo not given) | 10.4 | 1.1 | 0.1 | -9.3
Cc1sc2ncnc(SCC(=O)Nc3ccc(Br)cc3)c2c1C | -10.5 | -0.3 | 0.1 | 3.3

Remaining list, next part:
SMILES | MITF primary | GPR151 ag | FBW7 activator | TEAD-YAP inh
CCOC(=O)NCS(=O)(=O)c1ccc(C)cc1 | 0.3 | 2.1 | 0.3 | 4.6
CN1CCC(N(C)C(=O)c2cc(=O)c3ccccc3o2)CC1 | -5.8 | 1.4 | -0.2 | 1.6
CC(C)(C)C1CCc2c(sc(NC(=O)c3ccc(F)cc3)c2C(=O)Nc2ccccc2C(F)(F)F)C1 (stereo not given) | -11.2 | -1.2 | 0.0 | -1.7
CCN(CC)c1ccc(NC(=O)CCN2C(=O)C3C4C=CC(C4)C3C2=O)c(C)c1 (stereo not given) | 12.7 | 0.5 | 0.0 | -1.2
O=C(COC(=O)c1ccc(Cl)cc1[N+](=O)[O-])NC(=O)NC1CCCC1 | -0.5 | 2.1 | -0.1 | 2.5
COc1cc(/C=N/NC(=O)COc2ccc(Cl)cc2)ccc1O | 13.5 | 0.6 | 0.0 | -3.8
CCCOc1ccc(CCC(=O)NNC(=O)CCC(=O)O)cc1 | 16.1 | -0.1 | -0.2 | 2.9
Cc1ccc(N(CC(=O)NC2CCCC2)C(=O)CCC(=O)Nc2ccccn2)cc1C | 5.7 | 0.3 | -0.1 | 10.5
O=C(CC1S/C(=N/N=C/c2cccc(Br)c2)NC1=O)Nc1ccccc1 (stereo not given) | 10.8 | 1.4 | 0.1 | 8.7
CC(=O)Nc1ccc(NC(=O)CSc2ncc(-c3ccccc3)n2C)cc1 | -6.5 | 0.3 | -0.1 | 15.8
COc1ccc(-c2nc(-c3ccccc3C)no2)cc1OC | -4.4 | 2.2 | -0.1 | -57.2
O=C(COC(=O)c1n[nH]c(=O)c2ccccc12)Nc1ccc(F)cc1Cl | 13.6 | 0.1 | 0.1 | 5.3
CCN(CC)C(=O)CSc1nc2cccnc2n1-c1ccccc1OC | 6.2 | -0.7 | -0.1 | 5.0
Cc1nn(C)c(C)c1-c1nccc(N)n1 | 6.0 | -0.2 | 0.0 | 4.8
O=C(NCCO)N1c2ccccc2Sc2ccccc21 | 14.2 | 0.7 | 0.0 | 4.7
CCOCCn1c(N2CCCCCC2)nc2c1c(=O)[nH]c(=O)n2C | 1.3 | 0.2 | 0.4 | 4.3
Cc1nc(N2CCCC2)c2ccsc2n1 | 2.8 | 0.6 | 0.0 | -3.5
O=[N+]([O-])c1cc(Nc2ncnc3ccccc23)cc(Oc2ccc(F)cc2F)c1 | -4.8 | 0.4 | -0.2 | -7.4
O=C(N/C(=C\c1ccccc1)C(=O)N1CCCCC1)c1cccc(Br)c1 | 11.3 | 1.3 | 0.1 | -16.7
COC(=O)c1nc2n(n1)C(c1cccc(Cl)c1)C1=C(CCCC1=O)N2 (stereo not given) | 10.7 | -1.0 | 0.3 | 11.5
O=C(c1ccco1)N1CCN(C(=S)Nc2cccc([N+](=O)[O-])c2)CC1 | 1.7 | 0.0 | 0.1 | 7.3
O=C(CSc1nc(CC(=O)N2CCc3ccccc32)cs1)c1ccc(F)cc1 | -10.3 | 0.0 | 0.0 | -1.1
c1ccc(N2CNN(c3ccccc3)CN2)cc1 | 1.6 | 1.8 | -0.1 | -4.5
CN(CC1COCCO1)C1CCN(c2cccc(NC(=O)CC3CCCC3)c2)CC1 (stereo not given) | 2.4 | -0.5 | -0.1 | 1.8
O=C(Nc1ccc2[nH]c(=S)sc2c1)c1ccccc1 | -5.7 | -2.0 | 0.0 | -54.5
CCOc1ccc(C(=O)NCc2ccco2)cc1[N+](=O)[O-] | -20.4 | 3.9 | 0.0 | 6.2
CCOC(=O)CNC(=O)CCNC(=O)c1cn(-c2cccc(OC)c2)c(=O)c2ccccc12 | 21.0 | -1.0 | 1.1 | -1.5
COc1cc(NC(=O)Nc2ccccc2OC)c(OC)cc1NC(=O)CN1CCCCC1 | 9.4 | -0.6 | 0.2 | -0.8
O=[N+]([O-])c1ccccc1CN1CCN(CCOCCO)CC1 | 61.8* | 0.0 | -0.1 | -1.1
CCOC(=O)C1(CCCc2ccccc2)CCN(C(=O)CCN2CCCO2)CC1 | 2.4 | -0.1 | 0.1 | -3.2
O=C(CSCc1ccc([N+](=O)[O-])cc1)N/N=C/c1cccc(Br)c1 | 12.4 | -0.1 | 0.1 | 1.7
O=C(Nc1cccc(C(F)(F)F)c1)/C(=C/c1ccco1)NC(=O)c1cccs1 | 11.3 | -0.7 | 0.2 | 1.9
COCCn1c(NC(=O)c2ccccc2)c(C#N)c2nc3ccccc3nc21 | -10.2 | 1.1 | 0.1 | -1.0
COc1ccc(/C=C2\N=C(c3ccccc3)OC2=O)cc1OC | -4.8 | -1.8 | 0.2 | -0.1
CCN(CC)C(=O)COc1ccc(OC)cc1 | 4.1 | 0.1 | 0.1 | 7.0
Cc1cc(C)c(C(N)=O)c(Nc2ccccc2Cl)n1 | -18.2 | -0.8 | -0.1 | -11.6
Cn1c(O)c(C=Nc2ccccc2C(=O)c2ccccc2)c(=O)n(C)c1=O | -11.8 | 0.6 | -0.3 | 2.9
CC1CN(C(=O)/C(=C/c2cn(-c3ccccc3)nc2-c2cccs2)NC(=O)c2ccc(Cl)cc2)CC(C)O1 (stereo not given) | 2.5 | 0.8 | 0.2 | 3.5
CC(=O)N1CC(C)Sc2cc(S(=O)(=O)NCc3ccco3)ccc21 (stereo not given) | 14.3 | 0.1 | 1.2 | -1.7
CCCC(=O)Nc1c(C)n[nH]c1C | -6.3 | 0.7 | 0.0 | -54.4
O=C(NCCSc1c[nH]c2ccccc12)c1ccc(F)cc1 | 1.6 | 4.5 | -0.1 | -1.1
COCCNC(=O)c1cccc(OC2CCN(Cc3ccc(C(C)C)cc3)CC2)c1 | 11.5 | 0.7 | -0.1 | 19.1
O=C(NCCOc1nc(N2CCCCC2)nc(N2CCCCC2)n1)Nc1ccccc1 | 5.0 | -0.2 | -0.1 | 2.6
CC(C)(C)C(=O)Nc1ccnn1C1CCN(C2CSCCSC2)CC1 | 4.9 | 3.2 | 0.6 | 0.2
CC(N)=Nc1ccc(C)cc1[N+](=O)[O-] | 0.9 | -0.4 | -0.2 | -0.6
C/C(N)=C(/C#N)C(=O)COC(=O)Cc1ccc(Br)cc1 | -6.1 | -0.4 | -0.1 | -7.4
O=C(Nc1cccc(NC(=O)c2ccncc2)n1)c1ccncc1 | 1.2 | 1.7 | -0.1 | -4.7
O=C(Nc1cccc([N+](=O)[O-])c1)C1(c2ccccc2)CCOCC1 | -8.0 | 1.7 | -0.3 | 1.9
CCCCN(C)C(=O)c1sc2nc(-c3cccc([N+](=O)[O-])c3)cn2c1C | -3.4 | 2.0 | 0.2 | -40.8
CCN(CCCNC(=O)c1cn(-c2ccc(F)cc2F)c(=O)c2ccccc12)c1ccccc1 | 8.5 | 0.7 | -0.1 | 0.7
CCOc1ccc(C2C(C(=O)c3ccco3)=C(O)C(=O)N2c2ncccn2)cc1 (stereo not given) | 8.3 | 0.0 | -0.2 | -16.2
Cc1cc(NC(=O)CN(c2cccc(C)c2C)S(=O)(=O)c2ccccc2)ccc1Br | 15.8 | 0.3 | 0.1 | -3.5
O=C(NCc1cccc(F)c1F)c1cc(Cc2ccc3c(c2)OCO3)no1 | -0.5 | 1.7 | -0.1 | -16.4
COCCN(C1CCN(Cc2cccc(C#N)c2)CC1)S(=O)(=O)c1ccccc1F | 8.4 | 1.0 | 0.2 | 5.0
Cc1cc(NC2SC(=O)NC2=O)ccc1C(C)C (stereo not given) | -11.8 | 0.8 | -0.2 | 9.3
O=C(c1cc2cc(Br)cc(Br)c2oc1=O)N1CCSC1c1ccc([N+](=O)[O-])cc1 (stereo not given) | 10.5 | -1.5 | 0.1 | 5.2
CN(Cc1ccccc1)S(=O)(=O)c1cc(Cl)ccc1Cl | -7.0 | 2.0 | 0.0 | -0.2
CC(C)c1ccc(NC(=O)COc2ccccc2)cc1 | -7.7 | -0.4 | 0.0 | -71.5
O=C1NC(=O)N(CCC2=CCCCC2)C1=O | -7.5 | 10.4* | -0.1 | -0.7
CCCc1c(C(=O)N[C@H]2C[C@H]3C(=O)N[C@@H](C)C(=O)N3C2)cnn1-c1ccccc1 | 12.5 | -0.4 | 0.6 | 10.8
Cc1cccn2c(=O)c3c(nc12)CCN(C(=O)c1ccc(C(C)(C)C)cc1)C3 | 14.1 | -0.4 | 0.5 | 2.8
CCOC(=O)C1=C(C)NC2=C(C(=O)C(C(=O)OC)C(C)C2)C1c1ccc(C)o1 (stereo not given) | 11.1 | 0.8 | 1.0 | -9.2

Given field by field: part of the list above.
> CC(C)(C)C(=O)Nc1ccnn1C1CCN(C2CSCCSC2)CC1
  MITF primary: 4.9; GPR151 ag: 3.2; FBW7 activator: 0.6; TEAD-YAP inh: 0.2

> CCOc1ccc(C(=O)NCc2ccco2)cc1[N+](=O)[O-]
  MITF primary: -20.4; GPR151 ag: 3.9; FBW7 activator: 0.0; TEAD-YAP inh: 6.2

Random draw from the library; any-hit rate near 3.4%.
